NPY1 pot ag – potentiators or agonists of human neuropeptide Y receptor Y1 | AID 1304 | P25929 | 220,000 tested, 0.37% active | activation, % at 3.6 µM | NPY-Y1 expressing cells, potentiator/agonist activation; in the data active = activation above about 33%, passing the limit was not always enough;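 note: cells stimulated with NPY at EC10 then isoproterenol at EC100; 0% = low agonist plus stimulus and 100% = saturating agonist plus stimulus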
RBBP9 inhibitor – inhibitors of human serine hydrolase RBBP9 | O75884 | inhibition, % at 7.94 µM | 220,000 tested, 0.2% active | recombinant RBBP9, FP-Rh probe fluorescence polarization;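 active = inhibition above the campaign mean of all tested compounds plus 3 SD, cut at about 14% in these data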;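 note: plate controls were DMSO wells with RBBP9 for no effect and wells lacking RBBP9 protein for full effect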
Target sequence (O75884 whole entry, looked up): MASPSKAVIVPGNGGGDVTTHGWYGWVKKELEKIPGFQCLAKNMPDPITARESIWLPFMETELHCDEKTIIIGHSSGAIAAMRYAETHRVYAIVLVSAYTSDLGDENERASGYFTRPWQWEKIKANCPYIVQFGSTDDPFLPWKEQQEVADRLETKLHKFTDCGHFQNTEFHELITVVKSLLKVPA
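System: RBBP9 protein | Quantity: 2.5 µM RBBP9 dispensing solution, before mixing | Reagent: FP-Rh probe, 375 nM dispensing solution | Timing: Enzyme-compound preincubation 30 min, then probe labeling 45 min, 25 °C | Measured by: Fluorescence polarization | Read-out: % inhibition | Replication: One well per compound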
Runt-SMMHC FRET – Runt domain-CBFb-SMMHC interaction inhibition; Q01196+Q13951; Cerulean-Runt/Venus-CBFb-SMMHC FRET ratio 530/480, 1 h; inhibition, % at 20 µM; 220,000 tested, 0.74% active;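 active = mean inhibition across duplicate retests at 20 µM reaching about 50%, limit read from the data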;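 note: 0% = DMSO wells and 100% = wells with excess untagged CBFb-SMMHC; inhibitors lower the FRET ratio by blocking Runt binding to CBFb-SMMHC; some results filed as inactive read as strong as hits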
Hck-Nef inh – human Hck-Nef kinase inhibition; P08631; Recombinant Hck-YEEI plus Nef, Z-Lyte FRET kinase assay; inhibition, % at 20 µM; 220,000 tested, 0.68% active; AID 463187;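 active = Hck-Nef kinase inhibition above about 50%, limit read from the data; inactive = inhibition below that limit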;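 note: 0% = DMSO with Hck plus Nef and 100% = Hck alone without Nef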
MDM2 E3 inh – Mdm2 E3 ligase (human) inhibition; cell-based MDM2 ubiquitination luciferase reporter, 2 h; 0 = plate control, 100 = twice control, blank-subtracted; AID 1230; 210,000 tested, 0.11% active; Q00987; signal enhancement, % at 5 µM;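 active = signal enhancement of 30% or more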;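 note: luminescence tracks abundance of the self-degrading MDM2-luciferase fusion protein; higher signal means inhibition of MDM2 E3 ligase activity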
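Buffer or medium: Cells held in DMEM | Assay system: Stable mammalian line carrying autodegrading MDM2–luciferase fusion reporter | Quantity: 2000 cells/well | Times: 4 h settle plus 2 h compound, 37 °C | Doses: One concentration, 5 µM, with 0.2% DMSO | Technique: Luminescence with SteadyLite reagent, 15 min at room temperature | Benchmarks: Plate controls and plate blanks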
Runt-CBFb FRET – Runt domain-CBFb interaction inhibition; AID 1496; Cerulean-Runt/Venus-CBFb FRET ratio 530/480, 1 h; 220,000 tested, 0.46% active; inhibition, % at 20 µM; Q01196+Q13951;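 active = inhibition over about 50% at 20 µM in the single-dose screen, limit read from the data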;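 note: 0% = DMSO wells and 100% = excess unlabeled CBFb competitor control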
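test system = Cerulean-Runt domain fusion protein, energy donor | probe or stimulus = Venus-CBFb binding partner, 100 nM | incubation = two 1 h room-temperature incubations shielded from light | detection = fluorescence energy transfer, 422 nm excitation, 530/480 nm emission | measure = loss of energy transfer signal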
NPY-Y1 antag – antagonists of human neuropeptide Y receptor Y1; AID 1040; 200,000 tested, 1% active; inhibition, % at 3.6 µM; HEK293-CNG Y1 cells, membrane potential fluorescence; NPY at EC95, then isoproterenol;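 active = inhibition above the campaign mean inhibition of all tested compounds plus 3 SD, cut at about 20% in these data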;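 note: 0% = DMSO wells given NPY plus isoproterenol and 100% = isoproterenol alone without NPY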
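Material: HEK293 cells co-expressing NPY Y1 receptor and cyclic-nucleotide gated channel. Timing: compound incubation 1 h at room temperature, readout 45 min post-stimulation. Signal: fluorescence, membrane potential probe.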
NPY-Y2 PAM-ag – human NPY-Y2 potentiation or agonism, primary screen | P49146 | cells expressing NPY-Y2, potentiator/agonist read-out | activation, % at 3.6 µM | 220,000 tested, 0.45% active | AID 1359; in the data active = activation above about 27%;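 note: cells stimulated with NPY near EC25 plus isoproterenol at EC100; 0% = vehicle plus submaximal agonist and 100% = vehicle plus saturating agonist; some results beyond the cut were filed as inactive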
p97 inhibitor – human p97 ATPase inhibition; recombinant p97 ATPase, Kinase-Glo ATP luminescence, 3 h; inhibition, % at 8 µM; 220,000 tested, 0.42% active; AID 1481; in the data active = inhibition above about 15%;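 note: 0% = DMSO vehicle and 100% = wells lacking enzyme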
Target sequence (P55072 whole entry, looked up): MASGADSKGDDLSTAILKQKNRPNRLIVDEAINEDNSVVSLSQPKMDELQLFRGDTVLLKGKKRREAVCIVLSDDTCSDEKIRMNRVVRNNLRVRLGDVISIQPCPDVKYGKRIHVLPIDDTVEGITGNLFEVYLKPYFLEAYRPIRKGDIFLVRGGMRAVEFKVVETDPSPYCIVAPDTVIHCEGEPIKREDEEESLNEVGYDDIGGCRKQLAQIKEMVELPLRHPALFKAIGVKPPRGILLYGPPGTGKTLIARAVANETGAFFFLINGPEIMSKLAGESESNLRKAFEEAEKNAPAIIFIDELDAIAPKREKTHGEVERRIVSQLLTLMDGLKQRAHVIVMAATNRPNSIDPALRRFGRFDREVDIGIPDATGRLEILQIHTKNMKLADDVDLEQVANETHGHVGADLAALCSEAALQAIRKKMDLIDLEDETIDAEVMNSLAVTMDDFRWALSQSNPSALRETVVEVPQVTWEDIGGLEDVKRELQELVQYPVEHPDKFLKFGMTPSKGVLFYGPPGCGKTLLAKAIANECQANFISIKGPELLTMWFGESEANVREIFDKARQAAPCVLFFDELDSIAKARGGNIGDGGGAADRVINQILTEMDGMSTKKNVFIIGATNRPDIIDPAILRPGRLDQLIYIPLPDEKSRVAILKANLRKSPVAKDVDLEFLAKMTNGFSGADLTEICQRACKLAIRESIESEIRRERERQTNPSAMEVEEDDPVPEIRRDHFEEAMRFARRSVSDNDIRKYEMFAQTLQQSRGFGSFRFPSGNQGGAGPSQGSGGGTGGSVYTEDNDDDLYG
An asterisk follows results filed as active.

Screening CCC(CC)NC(=O)COC(=O)CCC(=O)c1cccs1 returned NPY1 pot ag -14, RBBP9 inhibitor -4, Runt-SMMHC FRET -1, Hck-Nef inh -2, MDM2 E3 inh -15, Runt-CBFb FRET 2, NPY-Y1 antag -4, NPY-Y2 PAM-ag -6 and p97 inhibitor 0.
CCC(C)OC(=O)n1ccc(C(=O)Nc2nccs2)n1 (stereo unspecified) was read as NPY1 pot ag -1, RBBP9 inhibitor -4, Runt-SMMHC FRET 8, Hck-Nef inh 0, MDM2 E3 inh -22, Runt-CBFb FRET 0, NPY-Y1 antag 0, NPY-Y2 PAM-ag 14 and p97 inhibitor 3.
Screening Cc1cc(-c2n[nH]c(=S)n2-c2ccccc2C)cs1 returned NPY1 pot ag -29, RBBP9 inhibitor 0, Runt-SMMHC FRET 15, Hck-Nef inh 9, MDM2 E3 inh -29, Runt-CBFb FRET 15, NPY-Y1 antag 5, NPY-Y2 PAM-ag 11 and p97 inhibitor 4.
For COC(=O)c1cc2c(s1)-c1ccccc1OC2 the results were Runt-SMMHC FRET 17, Hck-Nef inh 14, MDM2 E3 inh -6 and Runt-CBFb FRET 7.
For COc1ccc(/C=C(\C#N)c2cc(OC)c(OC)cc2[N+](=O)[O-])cc1 the results were NPY1 pot ag -4, RBBP9 inhibitor 1, Runt-SMMHC FRET -3, Hck-Nef inh 20, Runt-CBFb FRET 4, NPY-Y2 PAM-ag -4 and p97 inhibitor 0.
CC(C)(Cc1ccc(O)cc1)NC(=O)CC(=O)N=Nc1c(O)[nH]c2cc(Br)ccc12 was read as NPY1 pot ag 3, RBBP9 inhibitor -1, Runt-SMMHC FRET 0, Hck-Nef inh 23, MDM2 E3 inh 1, Runt-CBFb FRET -3, NPY-Y1 antag -3, NPY-Y2 PAM-ag 14 and p97 inhibitor 4.
Screening Cc1ccc(-n2c(=O)cc(N3CC(C)CC(C)C3)[nH]c2=O)cc1 (stereo unspecified) returned NPY1 pot ag -3, RBBP9 inhibitor -2, Runt-SMMHC FRET 0, Hck-Nef inh 4, MDM2 E3 inh -10, Runt-CBFb FRET -8, NPY-Y1 antag 7, NPY-Y2 PAM-ag 11 and p97 inhibitor -4.
COc1ccc(S(=O)(=O)NCc2ccc(C(=O)O)cc2)cc1 was read as NPY1 pot ag 7, RBBP9 inhibitor -4, Runt-SMMHC FRET -10, Hck-Nef inh 15, Runt-CBFb FRET -1, NPY-Y1 antag 2, NPY-Y2 PAM-ag 5 and p97 inhibitor 5.
Cc1ccnc(NC(=O)COc2c(C)cc(C)cc2[N+](=O)[O-])c1 was read as NPY1 pot ag -25, RBBP9 inhibitor -6, Runt-SMMHC FRET 0, Hck-Nef inh 5, MDM2 E3 inh -11, Runt-CBFb FRET -1, NPY-Y1 antag 3, NPY-Y2 PAM-ag 7 and p97 inhibitor -1.
`Cc1cccc(-c2noc(CN(C(=O)C(c3ccccc3)c3ccccc3)C(C)C)n2)c1` gave NPY1 pot ag 1, RBBP9 inhibitor -12, Runt-SMMHC FRET -3, Hck-Nef inh 1, MDM2 E3 inh -10, Runt-CBFb FRET -4, NPY-Y1 antag 18, NPY-Y2 PAM-ag -14 and p97 inhibitor -10.
`O=C(NC(=S)Nc1ccccc1N1CCCC1)c1cccc(F)c1` gave NPY1 pot ag -18, RBBP9 inhibitor -4, Runt-SMMHC FRET 2, Hck-Nef inh 23, MDM2 E3 inh -13, Runt-CBFb FRET 12, NPY-Y1 antag -1, NPY-Y2 PAM-ag -1 and p97 inhibitor 3.
Screening Cn1c(SCCOc2ccc(F)cc2)nnc1-c1ccncc1 returned NPY1 pot ag 9, RBBP9 inhibitor 1, Runt-SMMHC FRET -2, Hck-Nef inh 14, Runt-CBFb FRET 2, NPY-Y2 PAM-ag -2 and p97 inhibitor 7.
For O=C(N/C=C\c1ccccc1)NCc1ccc(Cl)cc1 the results were NPY1 pot ag -3, RBBP9 inhibitor 7, Runt-SMMHC FRET 0, Hck-Nef inh 2, MDM2 E3 inh 0, Runt-CBFb FRET -135, NPY-Y1 antag -1, NPY-Y2 PAM-ag 12 and p97 inhibitor 2.
Screening Cc1ccc(NC(=O)COC(=O)[C@H](C)N2C(=O)C3CC=CCC3C2=O)cc1S(=O)(=O)N(C)C (stereo partly specified) returned NPY1 pot ag -3, RBBP9 inhibitor 2, Runt-SMMHC FRET 0, Hck-Nef inh 4, MDM2 E3 inh -18, Runt-CBFb FRET -1, NPY-Y1 antag -2, NPY-Y2 PAM-ag 7 and p97 inhibitor 4.
`Cc1ccc(S(=O)(=O)N(C)c2cc(S(N)(=O)=O)c(C)cc2C)cc1` gave NPY1 pot ag 15, RBBP9 inhibitor -3, Runt-SMMHC FRET 0, Hck-Nef inh 4, MDM2 E3 inh 3, Runt-CBFb FRET 0, NPY-Y1 antag 0, NPY-Y2 PAM-ag 17 and p97 inhibitor 2.
Screening Clc1ccc(CSc2nccn2Cc2ccccc2)cc1 returned NPY1 pot ag 17, RBBP9 inhibitor -5, Runt-SMMHC FRET 0, Hck-Nef inh 4, MDM2 E3 inh -6, NPY-Y1 antag 4, NPY-Y2 PAM-ag 11 and p97 inhibitor -3.
O=C(N/N=C/c1ccc(Sc2ccccn2)o1)c1cc2ccccc2cc1O was read as NPY1 pot ag -16, RBBP9 inhibitor -2, Runt-SMMHC FRET -18, Hck-Nef inh 1, MDM2 E3 inh -7, Runt-CBFb FRET 2, NPY-Y1 antag 5, NPY-Y2 PAM-ag 1 and p97 inhibitor 10.
`COc1ccc(CNn2c(C)nc3ccccc3c2=O)cc1` gave NPY1 pot ag -7, RBBP9 inhibitor -2, Runt-SMMHC FRET -3, Hck-Nef inh -1, MDM2 E3 inh -12, Runt-CBFb FRET -1, NPY-Y1 antag 3, NPY-Y2 PAM-ag 0 and p97 inhibitor 8.
For COc1ccc(OCCC(=O)NCCN2CCOCC2)cc1 the results were NPY1 pot ag -7, RBBP9 inhibitor -1, Runt-SMMHC FRET 6, Hck-Nef inh -12, MDM2 E3 inh -8, Runt-CBFb FRET 0, NPY-Y1 antag 4, NPY-Y2 PAM-ag -7 and p97 inhibitor 0.
Screening O=C(c1cnn2cccnc12)N1CCN(c2ccccc2)CC1 returned NPY1 pot ag 5, RBBP9 inhibitor -5, Runt-SMMHC FRET 0, Hck-Nef inh -1, MDM2 E3 inh 0, Runt-CBFb FRET -1, NPY-Y1 antag 8, NPY-Y2 PAM-ag 1 and p97 inhibitor 4.
Screening COc1ccccc1-n1c(SCC(N)=O)nnc1-c1ccc(S(=O)(=O)N2CCCCC2)cc1 returned NPY1 pot ag -6, RBBP9 inhibitor -6, Runt-SMMHC FRET 4, Hck-Nef inh -1, MDM2 E3 inh -3, Runt-CBFb FRET -2, NPY-Y1 antag -3, NPY-Y2 PAM-ag 16 and p97 inhibitor 1.
`COc1ccc(C2CC(c3c(O)cc(C)oc3=O)=NCCS2)c(OC)c1` (stereo unspecified) gave NPY1 pot ag -2, RBBP9 inhibitor -7, Runt-SMMHC FRET -22, Hck-Nef inh -3, MDM2 E3 inh 3, Runt-CBFb FRET -6, NPY-Y1 antag 9, NPY-Y2 PAM-ag 16 and p97 inhibitor -1.
Screening Cc1ccc(C)c(N2CCN(C(=O)c3ccc(NS(=O)(=O)c4c(C)noc4C)cc3)CC2)c1 returned NPY1 pot ag -11, RBBP9 inhibitor -2, Runt-SMMHC FRET 2, Hck-Nef inh 0, MDM2 E3 inh -12, Runt-CBFb FRET -5, NPY-Y1 antag 5, NPY-Y2 PAM-ag -3 and p97 inhibitor -5.
O=C(NNC(=O)c1cccc(S(=O)(=O)N2CCN(c3ccccc3)CC2)c1)c1ccc(Cl)cc1 was read as NPY1 pot ag -5, RBBP9 inhibitor -5, Runt-SMMHC FRET -1, Hck-Nef inh 1, MDM2 E3 inh -12, Runt-CBFb FRET 2, NPY-Y1 antag 1, NPY-Y2 PAM-ag 6 and p97 inhibitor -3.
Screening CCOC(=O)c1cnn(-c2ccccc2)c1-n1cccc1C(=O)C(=O)N(C)C returned NPY1 pot ag -7, RBBP9 inhibitor -6, Runt-SMMHC FRET 1, Hck-Nef inh -6, MDM2 E3 inh -7, Runt-CBFb FRET -2, NPY-Y1 antag 1, NPY-Y2 PAM-ag 7 and p97 inhibitor 4.
CNC(=O)C(Sc1ccccc1)c1ccccc1 (stereo unspecified) was read as NPY1 pot ag -2, RBBP9 inhibitor -7, Runt-SMMHC FRET -1, Hck-Nef inh 6, MDM2 E3 inh -9, Runt-CBFb FRET -2, NPY-Y1 antag 0, NPY-Y2 PAM-ag -20 and p97 inhibitor -1.
COc1ccc(CC(=O)N2CCN=C2SC)cc1 was read as NPY1 pot ag -13, RBBP9 inhibitor -7, Runt-SMMHC FRET -4, Hck-Nef inh 0, MDM2 E3 inh -9, Runt-CBFb FRET 4, NPY-Y1 antag 3, NPY-Y2 PAM-ag 9 and p97 inhibitor -5.
Screening C=CC[n+]1c(C)csc1Nc1ccc(C(=O)O)cc1 returned NPY1 pot ag -5, RBBP9 inhibitor -3, Runt-SMMHC FRET 0, Hck-Nef inh 27, MDM2 E3 inh -15, Runt-CBFb FRET 1, NPY-Y1 antag 0, NPY-Y2 PAM-ag 1 and p97 inhibitor 5.
`COc1ccc(CN(C(=O)c2cnccn2)C(C(=O)Nc2ccc(F)cc2)c2ccccc2)cc1` (stereo unspecified) gave NPY1 pot ag -16, RBBP9 inhibitor -5, Runt-SMMHC FRET 5, Hck-Nef inh 9, MDM2 E3 inh 0, Runt-CBFb FRET -1, NPY-Y1 antag 1, NPY-Y2 PAM-ag -4 and p97 inhibitor -1.
`CC1CN(C(=O)c2cc(F)c(F)cc2Cl)CC(C)O1` (stereo unspecified) gave NPY1 pot ag -2, RBBP9 inhibitor -5, Hck-Nef inh -2, NPY-Y1 antag -6, NPY-Y2 PAM-ag 0 and p97 inhibitor 1.
For COc1cc(CC(=O)Nc2nccs2)cc(OC)c1OC the results were NPY1 pot ag 3, RBBP9 inhibitor -13, Runt-SMMHC FRET -2, Hck-Nef inh 2, MDM2 E3 inh -15, Runt-CBFb FRET 0, NPY-Y1 antag 2, NPY-Y2 PAM-ag 10 and p97 inhibitor 0.

Compound activity deposited in PubChem by several laboratories.
